PfGluPho inh = PfG6PD (Plasmodium falciparum) enzyme inhibition | PfGluPho enzyme, NADPH resazurin-diaphorase fluorescence | inhibition, % at 20 µM | actives 0.78% (n = 350,000) | AID 504690;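 active = inhibition reaching at least a set limit at 20 µM in the primary screen, cut at about 59% in these data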;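 note: 0% = DMSO wells with substrate and 100% = DMSO wells lacking glucose-6-phosphate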
ATG4B inhibitor = inhibitors of human ATG4B cysteine protease; Q9Y4P1; ATG4B cleavage of LC3-PLA2, NBD-HPC fluorescence, 1 h; inhibition, % at 8.33 µM; actives 0.51% (n = 340,000); AID 504462; in the data active = inhibition above about 40%
Target sequence (Q9Y4P1 whole entry, looked up): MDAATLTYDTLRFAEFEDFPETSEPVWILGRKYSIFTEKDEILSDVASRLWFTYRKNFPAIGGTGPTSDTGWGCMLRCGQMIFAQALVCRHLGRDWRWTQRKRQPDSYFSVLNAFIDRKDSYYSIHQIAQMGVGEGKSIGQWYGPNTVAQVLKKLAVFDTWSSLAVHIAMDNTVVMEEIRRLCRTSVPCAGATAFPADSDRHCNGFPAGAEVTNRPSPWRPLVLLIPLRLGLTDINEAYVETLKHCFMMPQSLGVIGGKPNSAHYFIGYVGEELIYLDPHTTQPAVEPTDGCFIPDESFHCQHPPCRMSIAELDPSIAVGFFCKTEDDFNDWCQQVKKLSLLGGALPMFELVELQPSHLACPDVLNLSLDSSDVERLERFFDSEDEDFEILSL
SENP8 block = inhibitors of human SENP8 protease; recombinant SENP8, Nedd8 substrate fluorescence; actives 0.64% (n = 360,000); AID 602440; inhibition, % at 20 µM; in the data active = inhibition mostly above about 40%, no sharp cut-off; inactive = mostly below about 27%
Target sequence (Q96LD8 whole entry, looked up): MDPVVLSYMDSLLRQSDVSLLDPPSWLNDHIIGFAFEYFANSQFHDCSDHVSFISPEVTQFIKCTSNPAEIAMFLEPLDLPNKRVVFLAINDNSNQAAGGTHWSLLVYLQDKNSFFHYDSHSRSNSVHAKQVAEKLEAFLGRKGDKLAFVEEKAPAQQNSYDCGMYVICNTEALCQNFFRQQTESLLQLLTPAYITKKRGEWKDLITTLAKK
MPTP block = blocks calcium-induced mitochondrial swelling; isolated mouse mitochondria, Ca2+ swelling absorbance, 30 min; inhibition, % at 10 µM; actives 1.4% (n = 360,000); AID 602449;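 active = inhibition of 50% or more, scaled per plate between neutral and stimulator controls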;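 note: 0% = DMSO wells given calcium and 100% = 1 mM EGTA wells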
NR3A LBD binder = NR3A (human) ligand-binding domain modulation; actives 2.5% (n = 340,000); Tm shift relative to glycine control, % at 25 µM; NR3A LBD differential scanning fluorimetry, Tm shift; 0% = protein alone, 100% = glycine-bound protein;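 active = melting temperature shift of at least 10% of the positive control shift, at one fixed dose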
SENP1 inh = blocks the human SENP1 SUMO protease catalytic domain; inhibition, % at 10 µM; Q9P0U3; actives 0.21% (n = 360,000); recombinant SENP1 catalytic domain, CyPet-SUMO1-YPet FRET cleavage; AID 624204;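 active = inhibition at least 30% at 10 µM, raw YFP signal under a set limit, fluorescence ratio 0.5 to 1.5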;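 note: 0% = enzyme with DMSO and 100% = no enzyme wells; some results filed as inactive read as strong as hits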
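Compound: 10 µM single point, 0.5% DMSO; Test system: hSENP1 catalytic domain, recombinant; Timing: 50 min reaction at room temperature; Technique: FRET, CFP and YFP emission; Control set: no-enzyme wells low, DMSO-plus-enzyme wells high control.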
hIAP act = increases human intestinal alkaline phosphatase activity; purified human IAP, CDP-Star luminescence, 30 min; active compounds read high; 1 = vehicle-only enzyme, 0 = enzyme-free background; activation factor at 10 µM; actives 0.16% (n = 330,000); AID 2524;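 active = activation factor of the enzyme at least 2-fold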; note: the source names both 10 and 20 µM as test concentration; values of inactives mirror those of a sister screen read the other way
SENP6 block = blocks the human protease SENP6 | Q9GZR1 | Recombinant SENP6 catalytic domain, aminoluciferin luminescence | inhibition, % at 10 µM | actives 1.8% (n = 330,000);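 active = inhibition above about 50% at the single tested dose, limit read from the data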;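 note: plate controls were DMSO wells with enzyme for no effect and DMSO wells lacking enzyme for full effect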
Target sequence (Q9GZR1 628-1112 limits assumed): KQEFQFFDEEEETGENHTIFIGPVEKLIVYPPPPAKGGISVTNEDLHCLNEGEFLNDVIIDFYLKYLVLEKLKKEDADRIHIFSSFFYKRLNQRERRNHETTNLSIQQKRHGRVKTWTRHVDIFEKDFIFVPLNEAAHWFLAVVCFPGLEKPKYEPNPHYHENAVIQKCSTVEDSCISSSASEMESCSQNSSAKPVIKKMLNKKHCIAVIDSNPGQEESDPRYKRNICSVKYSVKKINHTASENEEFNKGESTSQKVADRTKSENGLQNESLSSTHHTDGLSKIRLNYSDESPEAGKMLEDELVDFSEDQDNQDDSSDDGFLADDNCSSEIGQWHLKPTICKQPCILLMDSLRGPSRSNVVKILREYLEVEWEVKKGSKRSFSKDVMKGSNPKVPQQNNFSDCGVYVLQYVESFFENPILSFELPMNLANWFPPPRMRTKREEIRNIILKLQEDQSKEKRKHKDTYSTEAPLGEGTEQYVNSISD
Starred values were filed as active, the others as inactive; x = no result given; & = joins results of further samples. A portion of the library (hit frequency here may not be typical).

Short keys: A = PfGluPho inh; B = ATG4B inhibitor; C = SENP8 block; D = MPTP block; E = NR3A LBD binder; F = SENP1 inh; G = hIAP act; H = SENP6 block
[1] C=C1C2C[C@H](O)C(C)(C)[C@@]2(O)[C@H](O)C[C@]23C[C@@](C)(O)[C@H](CC[C@H]12)[C@H]3OC(C)=O (some centres not stated)
  A: -4; B: 9; C: 10; D: 0.1; E: 1; F: 0; G: 0.84; H: -13
[2] CC12C(C(=O)O)C1(c1ccccc1)C2C(=O)O (configuration not stated)
  A: -8; B: -3; C: -1; D: -1.4; E: 1; F: 1; G: x; H: x
[3] CC1CNCCN1c1ccc(Cl)cc1 (configuration not stated)
  A: -16; B: 8; C: 18; D: 1.7; E: 0; F: 3; G: x; H: x
[4] O=C1NS(=O)c2cc([N+](=O)[O-])cc([N+](=O)[O-])c21 (configuration not stated)
  A: 17; B: -1; C: 34; D: -2.4; E: 2; F: 4; G: 0.93; H: 2
[5] CN1C(=O)C(=Cc2coc3ccccc3c2=O)C(=O)N(C)C1=O
  A: -4; B: 3; C: -57; D: 11; E: 1; F: 8; G: 1; H: 1
[6] COC(=O)C1=C(N)Oc2c(c(=O)oc3ccccc23)[C@]12C(=O)N(C)c1ccccc12
  A: -11; B: 13; C: 6; D: 5.1; E: 17*; F: 0; G: 1.1; H: -1
[7] CCOC(=O)C1=C(C)OC(N)=C(C#N)C12C(=O)Nc1ccc(C)cc12 (configuration not stated)
  A: -4; B: -10; C: 7; D: 0.6; E: -1; F: -4; G: 1; H: 9
[8] CC1(C)CN(S(=O)(=O)OCC(Cl)(Cl)Cl)C(=O)N1
  A: -8; B: 0; C: 15; D: 0.3; E: 0; F: 1; G: 0.95; H: -1
[9] CC(C)CNc1c2c(nc3ccccc13)CCC2
  A: -2; B: 6; C: -2; D: -0.2; E: -1; F: -1; G: 0.9; H: 1
[10] CCN(CC)C(=O)c1ccc(NC(=O)c2cccc(S(=O)(=O)N3CCN(C)CC3)c2)cc1
  A: 6; B: 6; C: 5; D: -1.2; E: -3; F: -1; G: 1.1; H: 3
[11] CCC(=Nc1ccc2c(c1)CCC2)c1c(O)n(-c2ccc(OC)cc2)c(=O)[nH]c1=O
  A: 3; B: -7; C: 16; D: 33; E: -6; F: 2; G: 0.91; H: -4
[12] COc1ccc(-c2nc3ccccc3c(=O)n2-c2cccnc2)cc1
  A: -5; B: -4; C: 13; D: 0.8; E: 0; F: 1; G: 0.89; H: -7
[13] O=C(c1cc2c(s1)-c1ccccc1OC2)N1CCC2(CC1)OCCO2
  A: 8; B: 4; C: -277; D: -1.7; E: 0; F: 2; G: 0.97; H: 84*
[14] CC(C)CCn1c(N)c(C(=O)NCc2cccs2)c2nc3ccccc3nc21
  A: 18; B: -3; C: -279; D: 3.9; E: 18*; F: -23; G: 0.95; H: 80*
[15] COc1ccc(CN2CCN(Cc3ccccc3)CC2)c(OC)c1
  A: -7; B: -7; C: 9; D: 0.6; E: 0; F: 5; G: 0.89; H: -20
[16] CN1CCN(Cc2cc(=O)n3ccsc3n2)CC1
  A: 0; B: -7; C: -35; D: -0.9; E: 1; F: -1; G: 0.87; H: 0
[17] COc1ccc2c(c1OC)C(=O)O[C@@H]2[C@H]1c2cc3c(cc2CCN1C)OCO3
  A: -10; B: -1; C: -28; D: -1.7; E: 1; F: -7; G: 0.85; H: 2
[18] C=CCN1CC[C@]23c4c5ccc(O)c4O[C@H]2/C(=N/NC(=O)c2ccccc2)CC[C@@]3(O)[C@H]1C5
  A: -11; B: -10; C: 16; D: -0.1; E: 2; F: 3; G: 1.3; H: 4
[19] O=c1[nH]c(=O)n(Cc2ccc(F)cc2)c(O)c1C=Nc1ccc(Cl)cc1
  A: -11; B: 16; C: -410; D: 1.3; E: 4; F: 0; G: 1.2; H: 1
[20] COc1ccc(C2SCC(=O)Nc3c2c(=O)[nH]n3C2CCCCC2)cc1 (configuration not stated)
  A: -3; B: 8; C: 10; D: -0.7; E: 2; F: 1; G: 0.96; H: 0
[21] COc1cccc(N2C(=O)NC(=O)/C(=C\c3cn(C)c4ccccc34)C2=O)c1
  A: -18; B: -8; C: 28; D: 0.0; E: 0; F: -5; G: 0.96; H: 2
[22] CC(=O)NN1C(=O)c2ccccc2NC1c1cccnc1 (configuration not stated)
  A: 2; B: -3; C: -402; D: -1.7; E: -1; F: -4; G: 0.98; H: -8
[23] Cc1ccc(S(=O)(=O)N2Cc3ccccc3-n3nncc3C2)cc1
  A: 0; B: 5; C: 13; D: 1.1; E: -1; F: -1; G: x; H: x
[24] COCCNC(=O)N1[C@H]2CC[C@@H]1C(C(=O)OC)=C(c1cccc(C#N)c1)C2
  A: 4; B: -11; C: 13; D: -1.4; E: 0; F: 0; G: 0.81; H: 3
[25] COc1cc2c(cc1OC)CC[N+](C)=C2
  A: 10; B: 0; C: -234; D: -1.9; E: 0; F: -18; G: 1.1; H: 4
[26] O=C(c1ccccc1F)N1C[C@H]2C[C@@H](C1)c1cccc(=O)n1C2
  A: -13; B: 2; C: -2; D: -0.4; E: 0; F: 0; G: 1.1; H: -6
[27] COc1ccc(C(O)(c2ccccc2)c2ccncc2)cc1 (configuration not stated)
  A: 9; B: 6; C: 9; D: -1.2; E: 4; F: -1; G: x; H: x
[28] O=C(O)C(Cc1cnc[nH]1)NS(=O)(=O)c1ccc(Br)cc1 (configuration not stated)
  A: -3; B: 6; C: 5; D: -1.0; E: -1; F: 1; G: 1.5; H: -26
[29] C[C@]12CCC3C(C1CCC2=O)[C@H](O)C[C@H]1C[C@@H](O)CC[C@]31C (some centres not stated)
  A: -22; B: 1; C: 18; D: -3.8; E: -1; F: 1; G: 0.92; H: 14
[30] Cc1ccc2c(c1)C1CN(C)CCC1N2C(=O)Cn1nnc(-c2ccccc2F)n1 (configuration not stated)
  A: -20; B: -10; C: 4; D: 1.0; E: 1; F: 0; G: 1.1; H: 1
[31] CN1CCN(c2nc3ccccc3c(=O)n2-c2ccccc2)CC1
  A: -9; B: 9; C: -8; D: -0.9; E: -1; F: 4; G: 1; H: -17
[32] CCCN(CC#CCO)CCC
  A: -6; B: -1; C: 5; D: -1.9; E: -4; F: -2; G: 1.1; H: -19
[33] Cc1ccsc1C(=O)C1CCCN(Cc2cnn(C)c2)C1 (configuration not stated)
  A: -6; B: -5; C: -4; D: 1.1; E: 0; F: 1; G: 0.96; H: -2
[34] CN1C(=O)NC(=O)C(N=Nc2ccc(Cl)cc2)C1=O (configuration not stated)
  A: 9; B: 3; C: 22; D: 0.9; E: -1; F: -4; G: x; H: x
[35] CC(C)Oc1cccc(C(=O)C2CCCN(Cc3ccon3)C2)c1 (configuration not stated)
  A: -5; B: -11; C: 5; D: -2.4; E: -89; F: -1; G: 1; H: -14
[36] CCCCCCn1c(=O)c(C(=O)Nc2c(C)n(C)n(-c3ccccc3)c2=O)c(O)c2ccccc21
  A: -41; B: -3; C: 5; D: 2.7; E: 0; F: 1; G: 0.95; H: -9
[37] CCC(=NCCO)c1c(O)n(C2CCCCC2)c(=O)[nH]c1=O
  A: -5; B: -8; C: 14; D: -0.5; E: 3; F: -1; G: 0.87; H: -2
[38] C=CCN1C(=O)NC(=O)/C(=C/c2cnc(SC)nc2)C1=O
  A: 12; B: -5; C: 25; D: 0.7; E: -3; F: 2; G: 1.1; H: -2
[39] Cc1ccc(NP(=O)(Oc2ccccc2F)Oc2ccccc2F)cc1C
  A: 13; B: 19; C: 10; D: -3.5; E: -20; F: 1; G: x; H: x
[40] CC/C(=N\Nc1cccc2ccccc12)c1c(O)[nH]c(=O)[nH]c1=O
  A: 5; B: 6; C: -135; D: -1.0; E: -3; F: -45; G: 1.1; H: -1
[41] O=C1NC(=O)N(c2ccc3c(c2)OCO3)C(=O)/C1=C/c1ccc(N2CCCCC2)o1
  A: 0; B: -5; C: 36; D: -2.5; E: 1; F: 22; G: 0.8; H: -3
[42] Cc1ccsc1C(=O)C1CCCN(Cc2sc(N(C)C)nc2Cl)C1 (configuration not stated)
  A: 14; B: 7; C: 13; D: 0.1; E: -1; F: -1; G: 1; H: -11
[43] CC(C)(C)C(=O)OC[N+](C)(C)CCOC(=O)C(O)(c1ccccc1)C1CCCC1 (configuration not stated)
  A: 0; B: -8; C: 27; D: -0.2; E: 1; F: 1; G: 1.1; H: 10
[44] COCCNC(=O)N1[C@H]2CC[C@@H]1C(C(=O)OC)=C(c1ccc(OC)c(OC)c1)C2
  A: 7; B: -3; C: 2; D: 1.1; E: 0; F: -1; G: 0.98; H: -1
[45] O=C(CCc1nnc2ccc(NCc3ccccc3)nn12)N1CCC2(CC1)OCCO2
  A: 1; B: -3; C: -11; D: -0.7; E: -1; F: 0; G: 1.2; H: -8
[46] O=C(NCC(c1cccnc1)N1CCN(c2ccccc2)CC1)Oc1ccccc1 (configuration not stated)
  A: 8; B: -7; C: 3; D: -0.8; E: 2; F: -2; G: 0.99; H: -21
[47] CCCOP(=O)(OCCC)C(NC(=O)c1cc(OC)c(OC)c(OC)c1)c1ccccc1 (configuration not stated)
  A: 9; B: -7; C: 9; D: -1.2; E: -2; F: 3; G: 0.98; H: -17
[48] O=C1/C(=C/c2ccc([N+](=O)[O-])cc2)N2CCC1CC2
  A: -7; B: -1; C: 7; D: -1.3; E: 0; F: 4; G: 0.96; H: -19
[49] O=[N+]([O-])c1cc([As](=O)(O)c2ccc(O)c([N+](=O)[O-])c2)ccc1O
  A: 11; B: 10; C: 23; D: 0.0; E: 1; F: 3; G: 1; H: -10
[50] Cc1cc(O)c(CN2CC=C(c3ccccc3)CC2)cc1C(C)C
  A: -3; B: -6; C: 10; D: 1.0; E: -1; F: 3; G: 1.1; H: -4

Next structures follow:
Short keys: A = PfGluPho inh; B = ATG4B inhibitor; C = SENP8 block; D = MPTP block; E = NR3A LBD binder; F = SENP1 inh; G = hIAP act; H = SENP6 block
[51] CC(=O)OC1(C)CC(C)C(=O)C(C(O)CC2CC(=O)NC(=O)C2)C1 (configuration not stated)
  A: 12; B: -5; C: 12; D: -0.2; E: -2; F: 3; G: x; H: x
[52] COc1ccc(C2=CC(c3ccc(OC)c(OC)c3)c3c(c4ccccc4oc3=O)O2)cc1OC (configuration not stated)
  A: 17; B: -16; C: -3; D: -0.4; E: 0; F: -7; G: 0.87; H: 1
[53] CC(C)CC(N(C)C)C1(c2ccc(Cl)cc2)CCC1 (configuration not stated)
  A: -4&-4; B: 6&-5; C: 12&-5; D: -0.4&0.4; E: 0&0; F: 1&0; G: 1.2; H: -13
[54] Cc1ccc(O)c(CN2CCN(c3ccccc3)CC2)c1
  A: 5; B: -8; C: 25; D: 0.9; E: 1; F: 3; G: 1; H: -8
[55] O=C1/C(=C\c2ccccc2)C2OCC=C3CN4CCC56c7ccccc7N1C5C2C3CC46 (configuration not stated)
  A: -6; B: -3; C: 29; D: -1.1; E: 2; F: 0; G: 1; H: -12
[56] COc1ccc2c(c1)C1(C(=O)O)CC=CCC1(C(=O)O)C2 (configuration not stated)
  A: -2; B: -5; C: 10; D: -0.6; E: 1; F: -1; G: x; H: x
[57] COC(=O)C1=C(c2ccc(S(C)(=O)=O)cc2)C[C@@H]2CC[C@H]1N2C
  A: -5; B: -13; C: 17; D: 0.3; E: -1; F: 3; G: 0.9; H: -8
[58] CN(C=O)CP(=O)(O)CN(C)C=O
  A: -1; B: -5; C: 11; D: -2.4; E: 1; F: 2; G: 0.98; H: 3
[59] CC(C)[C@]12CC(=O)[C@H](C)[C@H]1C2
  A: 1; B: -6; C: 15; D: -1.7; E: 2; F: -2; G: 0.87; H: 8
[60] O=C(NC(c1ccc(Cl)cc1)P(=O)(Oc1ccccc1)Oc1ccccc1)OCc1ccccc1 (configuration not stated)
  A: -15; B: 12; C: 11; D: -0.4; E: -3; F: 4; G: 0.9; H: 14
[61] C=C1[C@@H](C)[C@H]2[C@H](Cc3ccccc3)NC(=O)[C@]23OC(=O)/C=C/[C@H](O)CCC[C@@H](C)C/C=C/[C@H]3[C@@H]1O
  A: 10; B: -9; C: 6; D: -1.5; E: -1; F: 0; G: 1.2; H: 3
